From PubChem
RXFP1 antagonist – antagonists of human relaxin receptor RXFP1; Q9HBX9; HEK293-RXFP1, relaxin-stimulated cAMP HTRF, 30 min; active compounds read low; activity change, negative = inhibition, % at 57.5 µM; hit rate 0.59% among 350,000; AID 1259400;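 active = activity change of -60% or lower, but not beyond a set lower limit; inconclusive = change between -60% and -40%, or beyond the set limit; inactive = change above -40%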; also: % is scaled to controls: 0 for no effect and ±100 for the full control effect
Apoferritin bind – binds horse apoferritin like a general anesthetic; P02791; hit rate 0.074% among 350,000; apoferritin/1-aminoanthracene competitive binding, fluorescence; AID 485281; Potency, µM (series often up to 77.5 µM), for the others: at the highest dose activity change, negative = displacement, actives largely listed as inhibitors; also: potency is read from the fitted curve at half-maximal effect; % is scaled to controls: 0 for no effect and ±100 for the full control effect; nearly all actives have a fitted effect of over 20% in size
Target sequence (P02791 2-175 limits assumed): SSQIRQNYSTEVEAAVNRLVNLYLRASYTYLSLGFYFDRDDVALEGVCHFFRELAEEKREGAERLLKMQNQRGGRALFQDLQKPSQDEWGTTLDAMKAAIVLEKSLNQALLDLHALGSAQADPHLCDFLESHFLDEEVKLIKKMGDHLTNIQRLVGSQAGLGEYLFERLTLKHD
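10 uM apoferritin + 50% sat. 1-AMA, PBS; cpd 10 min RT; Ex380/Em535 endpoint; normalized to free probe vs complex; 4-param Hill fit; propofol titration as pos. ctrl.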
D1 antagonist – blocks dopamine activation of the human D1 receptor; P21728; HEK293 TREx D1 cells, calcium flux, dopamine EC80; active compounds read low; activity change, negative = inhibition, % at 10 µM; hit rate 3.2% among 360,000; AID 504652; in the data active = activity change below about -30%; also: % is scaled to controls: 0 for no effect and ±100 for the full control effect
Target sequence (P21728 whole entry, looked up): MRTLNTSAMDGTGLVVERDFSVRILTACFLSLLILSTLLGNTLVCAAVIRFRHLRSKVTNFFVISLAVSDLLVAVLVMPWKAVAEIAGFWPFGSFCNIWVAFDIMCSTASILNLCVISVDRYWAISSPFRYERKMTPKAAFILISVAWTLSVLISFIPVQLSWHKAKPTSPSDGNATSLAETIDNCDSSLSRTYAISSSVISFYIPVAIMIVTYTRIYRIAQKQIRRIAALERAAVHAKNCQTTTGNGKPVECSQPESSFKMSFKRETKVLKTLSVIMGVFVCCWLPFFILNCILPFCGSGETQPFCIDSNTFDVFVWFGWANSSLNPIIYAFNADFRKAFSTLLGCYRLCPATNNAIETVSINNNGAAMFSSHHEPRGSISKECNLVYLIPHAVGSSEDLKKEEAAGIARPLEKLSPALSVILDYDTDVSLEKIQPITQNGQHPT
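Calcium flux readout: force-coupled, inducible Hek293 Trex D1 line, cells induced overnight at 30 C with tetracycline, dye-loaded 30–90 min at RT. Antagonism scored against EC80 dopamine challenge given 180 s after compound.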
D2 potentiator – positively modulates the human D2 dopamine receptor allosterically; P14416; HEK293 T-REx D2, calcium flux, EC20 dopamine potentiation; potentiation, % at 10 µM; hit rate 0.34% among 340,000; AID 485347;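 active = potentiation over 3 SD above the plate norm, cut at about 30% in these data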; also: 0% is about no effect
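Using a no-wash calcium dye in inducible, force-coupled HEK293 Trex cells expressing D2, we tracked fluorescence each second for 180 s after compound, then for 180 s after EC20 dopamine to detect augmented signalling.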
TRHR agonist – TRH receptor (human) agonism; AID 493084; TRHR cells, calcium flux fluo-8, FDSS agonist mode; hit rate 0.18% among 360,000; P34981; activation, % at 2 µM; in the data active = activation above about 30%; also: 0% is about no effect
Target sequence (P34981 whole entry, looked up): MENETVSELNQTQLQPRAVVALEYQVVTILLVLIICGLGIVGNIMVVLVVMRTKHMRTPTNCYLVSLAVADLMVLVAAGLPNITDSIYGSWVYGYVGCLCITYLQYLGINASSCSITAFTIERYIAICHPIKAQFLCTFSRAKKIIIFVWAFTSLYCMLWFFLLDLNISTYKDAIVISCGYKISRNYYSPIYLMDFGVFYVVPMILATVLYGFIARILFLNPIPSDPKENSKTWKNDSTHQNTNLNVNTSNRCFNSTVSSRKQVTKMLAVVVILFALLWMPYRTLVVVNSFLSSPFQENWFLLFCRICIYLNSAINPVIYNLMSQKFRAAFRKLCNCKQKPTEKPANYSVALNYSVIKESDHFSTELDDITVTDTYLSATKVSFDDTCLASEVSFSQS
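TRHR-expressing cells loaded with fluo-8 calcium dye; 23 nL library compound pin-transferred, kinetic FDSS fluorescence (Ex 480/Em 530) recorded about 180 s for agonist-induced calcium release, before a 10 nM TRH EC20 addition for potentiator mode.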
RXFP1 ag – RXFP1 (human) receptor agonism; Q9HBX9; HEK293T-RXFP1 cAMP TR-FRET, 30 min; response scale: percent of porcine relaxin response, buffer zero; Potency, µM (highest dose often 57.5 µM), without a hit: at the top dose activation, hits mostly activators; hit rate 0.3% among 370,000; AID 2676; also: potency is read from the fitted curve at half-maximal effect; % is scaled to controls: 0 for no effect and ±100 for the full control effect; nearly all actives have a fitted effect of over 60% in size; many of its hits are not listed in these tables
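HEK293 cells stably expressing RXFP1, treated 30 min at 37C with compounds plus PDE4 inhibitor Ro 20174; cAMP measured by HTRF TR-FRET. Normalized to buffer and 29 nM porcine relaxin; EC50 by Hill fit.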
D1 PAM – human D1 dopamine receptor positive modulation. potentiation, % at 10 µM. P21728. HEK293 TREx D1 cells, calcium flux, dopamine EC20 potentiation. hit rate 0.036% among 360,000; in the data active = potentiation above about 30%; also: 0% is about no effect
TRHR PAM – TRH receptor (human) allosteric enhancement; P34981; TRHR cells, fluo-8 calcium fluorescence, EC20 TRH enhancement; enhancement, % at 2 µM; hit rate 0.66% among 360,000; AID 493056; in the data active = enhancement above about 30%; also: 0% is about no effect
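Enhancer read-out: after compound pinning and an initial kinetic agonist-mode read, an EC20 of TRH (10 nM final) was injected and fluo-8 calcium signal (Ex 480/Em 530) followed at 1 s/cycle for 100 cycles in TRHR-expressing cells.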
D1 ag – agonists of human D1 dopamine receptor. HEK293 T-REx D1 cells, calcium flux, agonist mode. hit rate 1% among 360,000. AID 504660. P21728. activation, % at 2 µM; in the data active = activation above about 30%; also: 0% is about no effect
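Tetracycline-induced HEK293 TREx D1 cells, force-coupled to calcium signalling, were dye-loaded with a no-wash calcium kit. Compound was pin-added after a 10 s baseline. Fluorescence was read kinetically at 1 cycle/s for 180 s, with calcium rises flagged as agonism.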
Numbers without * were called inactive; ? = inconclusive; . = not tested or not shown; [ ] = dose if it differs, or a comment. Unless noted, calls follow the shape of the dose curve; as a rule, active = well fitted curve in the direction sought with a large enough effect; inconclusive = small, poorly fitted or top-dose-only effect, or another doubt; inactive = no such curve, though single readings can be large; an effect the other way counts as inactive or inconclusive. The list is partial; the hit share may differ from the screen's.

1: Cc1ccc(C(=O)NC(=C(Cl)Cl)S(=O)(=O)c2ccc(Cl)cc2)cc1
2: Cc1cc(N2CCC(C)CC2)nc2ccc(NC(=O)/C=C/c3cccc(Cl)c3)cc12
3: CCOc1ccc(C(=O)Nn2cnnc2)cc1OCC
4: CCOC(=O)C1CCN(C(=O)c2cc3c(=O)n4cccc(C)c4nc3s2)CC1
5: CCCn1c2c(c(O)c(C(=O)Nc3ncccc3O)c1=O)CCCC2
6: COCCCNC(=O)c1c(N)n(-c2ccc(S(N)(=O)=O)cc2)c2nc3ccccc3nc12
7: COc1ccc(OC)c(Nc2nc(NCCCN(C)C)nc(N)c2[N+](=O)[O-])c1
8: CCCNC(=S)Nc1ccc(Nc2ccccc2)cc1
Assay by compound	1	2	3	4	5	6	7	8
RXFP1 antagonist	-10	.	-6	5	-7	.	?	8
Apoferritin bind	?	157%[activator]	1%	5%	-11%	186%[activator]	-4%	?
D1 antagonist	-13	-9	-11	-13	-2	1	4	17
D2 potentiator	-19	26	.	1	8	-1	-7	-2
TRHR agonist	-0.1	0.3	0.5	-0.2	-1.1	0.7	0.2	0.2
RXFP1 ag	1.0%	2.0%	-1.3%	?	0.1%	6.2%	0.4%	0.1%
D1 PAM	-4	1	-3	0	-2	-4	1	3
TRHR PAM	-7	5	4	0	16	-11	-3	0
D1 ag	0	-1	2	7	2	1	3	7

Pulled one by one from the list above, 2 records:
4: CCOC(=O)C1CCN(C(=O)c2cc3c(=O)n4cccc(C)c4nc3s2)CC1
1: Cc1ccc(C(=O)NC(=C(Cl)Cl)S(=O)(=O)c2ccc(Cl)cc2)cc1
Assay by compound	4	1
RXFP1 antagonist	5	-10
Apoferritin bind	5%	?
D1 antagonist	-13	-13
D2 potentiator	1	-19
TRHR agonist	-0.2	-0.1
RXFP1 ag	?	1.0%
D1 PAM	0	-4
TRHR PAM	0	-7
D1 ag	7	0

Further structures follow.
9: O=C(COC(=O)/C=C/c1ccccc1Cl)NC(=O)Cc1ccccc1
10: O=C(N/N=C/c1ccc(-c2ccccc2[N+](=O)[O-])o1)c1cccnc1
11: O=C(CSc1ccccc1)NCCc1ccccc1
12: CSc1nc(C)c2c(n1)N(c1ccc(F)cc1)CC2
13: O=C(O)CC1Sc2nnc(COc3ccc(Cl)cc3)n2N=C1c1ccccc1 (configuration not stated)
14: CC(C)(C)c1ccc(O)c(N=Cc2cc3c(cc2[N+](=O)[O-])OCO3)c1
15: O/C(=C\c1nc2ccccc2[nH]1)c1cccs1
16: Cc1cc(=O)oc(C)c1C(=O)N1CCN(c2ccc(F)cc2)CC1
Assay by compound	9	10	11	12	13	14	15	16
RXFP1 antagonist	-16	2	11	-6	-34	?	1	-2
Apoferritin bind	?	0%	-18%	-16%	-1%	?	-9%	-12%
D1 antagonist	0	5	11	18	-26	4	-4	.
D2 potentiator	-2	-9	.	-7	-6	0	-5	11
TRHR agonist	1.5	0.2	-0.5	0.1	1.2	0.5	0.5	0.7
RXFP1 ag	5.1%	-0.2%	4.2%	6.2%	0.2%	1.5%	3.2%	1.9%
D1 PAM	-13	-3	-3	-6	-4	-3	-4	-2
TRHR PAM	0	23	-3	0	-2	4	7	8
D1 ag	10	1	2	1	1	2	-1	0

17: CCOc1ccccc1OCC(=O)Nc1cc(S(=O)(=O)N2CCCCC2)ccc1OC
18: O=C(Nc1ccc(Cl)c(Cl)c1)Oc1ccc(NC(=O)c2ccco2)cc1
19: Cc1nn(-c2ccccc2)c2c1C(c1ccc(F)cc1F)C(C#N)=C(N)O2 (configuration not stated)
20: O=C1[C@@H]2Cc3c([nH]c4ccccc34)C(c3ccccc3)N2C(=O)CN1C1CCN(Cc2ccccc2)CC1 (some centres not stated)
21: COc1ccc2[nH]c(O)c(N=NC(=O)Cc3cccs3)c2c1
22: CCN(CC)CCNC(=O)CN1N=C(c2ccc(OC)cc2)CCC1=O
23: CCOC(=O)c1c(C)oc2nc(C)nc(NCCCN3CCN(c4ccccc4)CC3)c12
24: C=CCSc1nc(N)cc(=O)[nH]1
Assay by compound	17	18	19	20	21	22	23	24
RXFP1 antagonist	-8	7	5	-9	4	-3	-8	-2
Apoferritin bind	.	?	-12%	-11%	-5%	0%	-8%	-11%
D1 antagonist	0	-18	-11	-14	9	8	-10	-6
D2 potentiator	-2	4	8	-12	-12	-5	-26	-1
TRHR agonist	0.1	0.8	0.3	-1.8	-1.2	0.3	-0.8	0.9
RXFP1 ag	-0.3%	-0.6%	-0.6%	-2.9%	4.4%	-2.6%	0.6%	9.4%
D1 PAM	-9	-5	1	-11	19	7	0	-2
TRHR PAM	11	3	-5	10	-10	-1	1	3
D1 ag	3	10	1	9	0	0	1	7

25: CC(C)(C)C(=O)[C@@H]1[C@@H]2C(=O)N(C3CCCCC3)C(=O)[C@@H]2[C@H]2c3ccccc3C=CN12
26: S=C(NCCN1CCOCC1)N/N=C/c1cccs1
27: CC(C)CCn1c(SCc2ccc(Cl)cc2)nc2c1c(=O)[nH]c(=O)n2C
28: CCOc1cc(NC(=S)NCC2CCCO2)c(OCC)cc1NC(=O)CC(C)C (configuration not stated)
29: Nc1cc(=O)[nH]c(SCC(=O)N2CCC(Cc3ccccc3)CC2)n1
30: Cn1c(SCC(=O)N2c3ccccc3Sc3ccccc32)nc2ccccc21
31: COc1ccc(NC(=O)CCc2c(C)nc3c(c2C)c(=O)n(C)c(=O)n3C)c(OC)c1
32: C/C(N)=C(/C#N)C(=O)COC(=O)Cc1coc2cc(C)ccc12
Assay by compound	25	26	27	28	29	30	31	32
RXFP1 antagonist	-2	7	-3	-14	-10	-3	.	12
Apoferritin bind	?	4%	-19%	-6%	.	-9%	-3%	0%
D1 antagonist	11	9	-1	-9	19	-9	-7	-20
D2 potentiator	27	-7	1	16	0	-1	-4	4
TRHR agonist	-1.6	-1.1	-1.0	-0.4	0.0	0.4	-0.3	0.2
RXFP1 ag	-0.6%	-3.0%	4.6%	-0.7%	0.3%	-0.6%	16%	1.9%
D1 PAM	-4	-4	0	-4	-6	1	-4	-8
TRHR PAM	10	-8	-7	-4	-6	-9	-2	1
D1 ag	5	0	3	1	1	6	1	10

33: CCN1C(=O)[C@H]2[C@@H](c3ccc(-c4ccc5c(c4)OCO5)cc3)N3CCC[C@@]3(C(=O)OC)[C@H]2C1=O
34: Cc1ccc(C2=NN(CCC(=O)NCCCN3CCOCC3)C(=O)CC2)cc1
35: O=C(CN1CCN(c2nc(-c3ccccc3)cs2)CC1)NCc1ccc2c(c1)OCO2
36: Cc1ccccc1NS(=O)(=O)c1cc2c(cc1C)NC(=O)CO2
37: O=C1CSC(=S)N1c1ccc(O)cc1
38: O=C(O)c1ccc(N/N=C/c2cn(Cc3ccccc3F)c3ccccc23)cc1
39: O=c1c2ccccc2nc2n1CCc1c-2[nH]c2ccccc12
40: CCOc1ccc(NC(=O)CCC(=O)N/N=C/c2ccc3c(c2)OCO3)cc1
41: C=CCc1ccccc1OCC(CN1CCCCC1)OC(C)=O (configuration not stated)
42: CN1CCN(S(=O)(=O)c2cccc(C(=O)Oc3cccc(Br)c3)c2)CC1
43: CCC(=O)Nc1ccc2c(c1)ncn2CCc1ccccc1
Assay by compound	33	34	35	36	37	38	39	40	41	42	43
RXFP1 antagonist	.	17	15	8	1	?	.	-5	-11	-10	4
Apoferritin bind	.	-5%	-1%	-13%	-13%	-6%	.	-4%	5%	.	-13%
D1 antagonist	3	-6	-22	-17	-15	1	7	-3	3	-11	5
D2 potentiator	16	0	-10	14	11	9	3	4	-22	-5	3
TRHR agonist	-0.2	-0.2	-0.8	-0.1	0.1	-1.0	-1.3	-0.1	-0.3	1.5	0.8
RXFP1 ag	3.9%	3.9%	2.0%	-0.8%	-1.4%	-0.2%	0.1%	0.2%	-1.0%	-0.5%	-1.4%
D1 PAM	-5	-4	1	8	0	-6	-2	-4	-11	-2	-7
TRHR PAM	-3	0	0	1	3	-6	4	-3	1	-3	10
D1 ag	10	5	0	8	4	16	3	0	0	13	1

Quoted from above (eleven entries):
1: Cc1ccc(C(=O)NC(=C(Cl)Cl)S(=O)(=O)c2ccc(Cl)cc2)cc1
2: Cc1cc(N2CCC(C)CC2)nc2ccc(NC(=O)/C=C/c3cccc(Cl)c3)cc12
3: CCOc1ccc(C(=O)Nn2cnnc2)cc1OCC
4: CCOC(=O)C1CCN(C(=O)c2cc3c(=O)n4cccc(C)c4nc3s2)CC1
5: CCCn1c2c(c(O)c(C(=O)Nc3ncccc3O)c1=O)CCCC2
6: COCCCNC(=O)c1c(N)n(-c2ccc(S(N)(=O)=O)cc2)c2nc3ccccc3nc12
7: COc1ccc(OC)c(Nc2nc(NCCCN(C)C)nc(N)c2[N+](=O)[O-])c1
8: CCCNC(=S)Nc1ccc(Nc2ccccc2)cc1
9: O=C(COC(=O)/C=C/c1ccccc1Cl)NC(=O)Cc1ccccc1
10: O=C(N/N=C/c1ccc(-c2ccccc2[N+](=O)[O-])o1)c1cccnc1
Assay by compound	1	2	3	4	5	6	7	8	9	10
RXFP1 antagonist	-10	.	-6	5	-7	.	?	8	-16	2
Apoferritin bind	?	157%[activator]	1%	5%	-11%	186%[activator]	-4%	?	?	0%
D1 antagonist	-13	-9	-11	-13	-2	1	4	17	0	5
D2 potentiator	-19	26	.	1	8	-1	-7	-2	-2	-9
TRHR agonist	-0.1	0.3	0.5	-0.2	-1.1	0.7	0.2	0.2	1.5	0.2
RXFP1 ag	1.0%	2.0%	-1.3%	?	0.1%	6.2%	0.4%	0.1%	5.1%	-0.2%
D1 PAM	-4	1	-3	0	-2	-4	1	3	-13	-3
TRHR PAM	-7	5	4	0	16	-11	-3	0	0	23
D1 ag	0	-1	2	7	2	1	3	7	10	1

11: O=C(CSc1ccccc1)NCCc1ccccc1
Assay by compound	11
RXFP1 antagonist	11
Apoferritin bind	-18%
D1 antagonist	11
D2 potentiator	.
TRHR agonist	-0.5
RXFP1 ag	4.2%
D1 PAM	-3
TRHR PAM	-3
D1 ag	2
